# Source: PubChem BioAssay (The Scripps Research Institute Molecular Screening Center)
# LEDGF integ inh: blockers of LEDGF/p75-dependent integrase strand transfer – biochemical, TR-FRET, high throughput, primary screen; HIV-1 integrase (with human LEDGF/p75); TR-FRET IN-LEDGF/p75 DNA integration, Eu/Cy5; inhibition, % at 3.7 µM; actives 0.64% (n = 370,000); AID 743269, 2014;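 active = inhibition above the screen-wide mean plus 3 SD, cut at about 13% in these data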;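 also: signal is the Cy5 over europium emission ratio at 671 and 618 nm; 0% = plate median of compound wells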
# PLCg1 inh: PLC-gamma1 enzyme inhibitors, primary screen, biochemical, fluorescence, purified enzyme | fluorogenic substrate | inhibition, % at 12.2 µM | actives 0.84% (n = 370,000) | 1-phosphatidylinositol 4,5-bisphosphate phosphodiesterase gamma-1 (Homo sapiens), P19174; in the data active = inhibition above about 9.5%
# ADAM10 inh: human ADAM10 inhibitors, primary screen, biochemical, QFRET, HTS; recombinant ADAM10, EDANS/DABCYL FRET peptide cleavage, 3 h; actives 0.62% (n = 370,000); AID 720582, 2013; Disintegrin and metalloproteinase domain-containing protein 10 (Homo sapiens), O14672; inhibition, % at 7 µM;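 active = inhibition above a per-campaign cutoff equal to the mean of compounds falling between control-based bounds plus 3 SD, cut at about 20% in these data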;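 also: 0% = DMSO wells while the 100% control is not disclosed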
# Target sequence (O14672 214-748 limits assumed): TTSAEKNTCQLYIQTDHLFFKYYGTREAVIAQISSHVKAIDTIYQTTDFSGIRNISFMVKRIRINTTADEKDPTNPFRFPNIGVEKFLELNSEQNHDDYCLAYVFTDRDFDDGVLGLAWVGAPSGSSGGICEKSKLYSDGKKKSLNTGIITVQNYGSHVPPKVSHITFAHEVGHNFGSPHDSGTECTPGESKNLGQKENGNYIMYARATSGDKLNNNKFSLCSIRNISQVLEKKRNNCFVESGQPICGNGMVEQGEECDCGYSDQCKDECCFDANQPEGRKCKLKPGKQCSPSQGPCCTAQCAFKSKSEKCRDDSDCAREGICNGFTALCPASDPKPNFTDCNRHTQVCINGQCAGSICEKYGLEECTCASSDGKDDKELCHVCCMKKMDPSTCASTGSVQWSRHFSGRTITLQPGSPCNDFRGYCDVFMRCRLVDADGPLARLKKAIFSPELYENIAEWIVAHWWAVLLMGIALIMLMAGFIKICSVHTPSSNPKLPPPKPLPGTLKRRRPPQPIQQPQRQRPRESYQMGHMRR
# proKLK7 act: proKLK7 zymogen activators, primary screen, biochemical, fluorescence intensity; Kallikrein-7 (Homo sapiens), P49862; purified proKLK7, EDANS-DABCYL substrate fluorescence; 100% is mature enzyme control, 0% vehicle; actives 0.9% (n = 370,000); activation, % at 7 µM;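 active = activation above the mean of all tested compounds plus 3 SD, computed per campaign excluding outliers beyond control limits, cut at about 13% in these data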
# Tn6 DDE FP: inhibitors of Tn6 peptide binding to fibrin DD(E), primary screen, biochemical, fluorescence polarization, human fibrin, Tn6 probe. Fibrin DD(E) TRITC-Tn6 fluorescence polarization displacement. inhibition, % at 8.3 µM. Fibrinogen beta chain (Homo sapiens), P02675. actives 0.21% (n = 370,000);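 active = inhibition above a per-campaign cutoff: mean of compounds within control limits plus 3 SD, cut at about 15% in these data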;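 also: 0% = median of all compound wells on the plate and 100% = blocking peptide control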
# ASAP1 inh: inhibitors of human ASAP1 ArfGAP activity, primary screen, biochemical, fluorescence polarization; ASAP1-stimulated ARF1 GTP hydrolysis, GDP FP detection; inhibition, % at 16.5 µM; actives 0.19% (n = 360,000); AID 624377, 2012; in the data active = inhibition above about 25%;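 also: 0% = vehicle with enzyme and substrate and 100% = no enzyme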
# Target sequence (Q9ULH1 325-724 limits assumed): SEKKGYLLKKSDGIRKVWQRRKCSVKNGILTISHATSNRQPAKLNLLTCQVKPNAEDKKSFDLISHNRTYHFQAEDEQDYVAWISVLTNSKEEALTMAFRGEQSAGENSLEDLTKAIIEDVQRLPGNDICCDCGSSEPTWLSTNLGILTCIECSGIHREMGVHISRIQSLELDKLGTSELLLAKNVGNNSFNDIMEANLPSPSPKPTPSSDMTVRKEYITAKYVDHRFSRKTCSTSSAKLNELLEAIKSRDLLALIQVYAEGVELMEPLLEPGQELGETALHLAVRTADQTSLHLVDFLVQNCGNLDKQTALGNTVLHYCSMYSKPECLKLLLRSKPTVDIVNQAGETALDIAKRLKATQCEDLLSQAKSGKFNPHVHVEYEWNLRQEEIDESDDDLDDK
# ARFGAP1 inhibitor: inhibitors of rat ARFGAP1 GAP activity, primary screen, biochemical, fluorescence polarization, GDP tracer; actives 0.26% (n = 360,000); ADP-ribosylation factor GTPase-activating protein 1 (Rattus norvegicus), Q62848; inhibition, % at 16.5 µM; AID 651572, 2012; Arfgap1-stimulated ARF1 GTP hydrolysis, GDP FP detection;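 active = inhibition above a per-plate limit, mean inhibition of low control wells plus 3 SD, cut at about 25% in these data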;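 also: 0% = DMSO wells with enzyme and 100% = wells lacking Arfgap1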
# Target sequence (Q62848 1-136 limits assumed): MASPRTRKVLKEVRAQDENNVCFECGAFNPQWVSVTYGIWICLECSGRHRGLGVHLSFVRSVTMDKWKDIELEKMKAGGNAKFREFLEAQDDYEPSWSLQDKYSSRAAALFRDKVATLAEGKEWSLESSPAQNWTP
#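 material = rat Arfgap1 catalytic domain, aa 1-136 | also added = human ARF1(Δ1-17)-GTP substrate | compound dosing = one concentration, 16.5 µM, DMSO 1.26% | times = GTP hydrolysis reaction 2 h at 25 °C | measured by = FP, GDP Alexa 633 tracer displaced from anti-GDP antibody, 620/688 nm | evaluation = percent inhibition of Arfgap1-stimulated GTP hydrolysis | replication = single well per compound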
# TDP2 absorb: human TDP2 enzyme inhibitors, primary screen, biochemical, epi absorbance, recombinant enzyme; Tyrosyl-DNA phosphodiesterase 2 (Homo sapiens), O95551; T5PNP hydrolysis, p-nitrophenol absorbance 415 nm; actives 0.34% (n = 370,000); inhibition, % at 12.8 µM;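 active = inhibition above the mean of all tested compounds plus 3 SD, set per campaign, cut at about 25% in these data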;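 also: 0% = DMSO with enzyme and 100% = buffer with substrate but no TDP2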
#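 test system = human TDP2 enzyme | input = TDP2 enzyme at 120 nM final | medium = 50 mM Tris-HCl pH 7.5 with Mg2+, KCl, DTT, BSA | also added = T5PNP substrate, 5 mM | times = 2 h at 37 °C | technique = epi absorbance | benchmarks = high control without enzyme, low control DMSO plus TDP2 | replication = each compound tested once, singlicate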
# ADAM17 inh: ADAM17 inhibitors, primary screen, biochemical, QFRET; recombinant ADAM17, EDANS/DABCYL FRET peptide cleavage; inhibition, % at 6.95 µM; actives 0.83% (n = 370,000); AID 720648, 2013;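 active = inhibition above the mean of compounds lying between control limits plus 3 SD, set per campaign, cut at about 8.5% in these data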;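 also: 0% = DMSO-only wells as the low control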
# DDE Tn7 FP inh: inhibitors of Tn7 peptide binding to fibrin DD(E), primary screen, biochemical, fluorescence polarization, human fibrin, Tn7 probe | Fibrinogen beta chain (Homo sapiens), P02675 | actives 0.13% (n = 370,000) | inhibition, % at 8.3 µM | FP displacement of FITC-Tn7 peptide from fibrin DD(E); 0% = median of compound wells per plate;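 active = inhibition above the mean of compounds falling within the control limits plus 3 SD of them, cut at about 14% in these data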;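 also: 0% = plate median of compound wells and 100% = 10 µM Aha-Tn7 peptide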
#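 System: human fibrin DD(E); quantity: Fibrin-DD(E) at 2 µM final; also added: fluorescent Tn7 probe at 0.1 µM; compound dosing: single nominal test concentration of 8.3 µM per compound; schedule: 10 min preincubation, 3 h with tracer, room temperature; detection: fluorescence polarization of the labelled Tn7 tracer; repeats: one replicate per compound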
# The depositor's hits bear a star; nt = no result given.
SMILES,LEDGF integ inh,PLCg1 inh,ADAM10 inh,proKLK7 act,Tn6 DDE FP,ASAP1 inh,ARFGAP1 inhibitor,TDP2 absorb,ADAM17 inh,DDE Tn7 FP inh
C[C@H](NC(=O)C1CC(=O)N(c2ccc3c(c2)OCCO3)C1)C(=O)NCc1ccco1 (some centres not stated),1,3,7,-0.1,-6,-5,9,-13,1,-2
Cc1ccc(NC(=O)c2ccc([N+](=O)[O-])o2)c(C)c1,2,1,2,-0.1,3,-10,7,5,0,1
COCCCNC(=O)CN1C(=O)C2CCCCN2C(=O)c2ccccc21 (configuration not stated),-6,-1,-11,1.0,-6,nt,nt,1,-3,4
CCOC(=O)c1ccc(CC(=O)c2ccc(O)cc2O)o1,2,-15,-6,-0.7,6,-3,8,-2,-4,1
S=C(NCCc1ccccc1)N1CCN(C(c2ccccc2)c2ccccc2)CC1,-5,2,1,0.3,6,0,-6,-6,4,9
COc1ccc(NC(=O)C(=O)NCc2ccncc2)c(OC)c1,2,4,-3,-0.4,-9,-2,-3,2,-1,-4
COc1ccc(C2(C)NC(=O)N(CC(=O)Nc3ccc(Br)c(C)c3)C2=O)cc1OC (configuration not stated),-1,3,8,-0.1,-1,7,10,13,4,-1
Cc1csc(SCc2nc3sc4c(c3c(=O)[nH]2)CCC4)n1,1,0,-8,-0.8,3,-4,4,4,-4,-7
Cc1cccc(S(=O)(=O)N2CN(CC3CCCO3)c3nc4ccccc4nc32)c1 (configuration not stated),4,-56,-489,2.9,-2,4,-12,11,-157,-2
COc1cc(OC)c(C2N(c3ccccn3)C(=O)C3CCCN32)cc1OC (configuration not stated),2,-19,-34,1.3,2,0,5,11,-10,5
Cc1onc(-c2c(Cl)cccc2Cl)c1C(N)=O,1,2,-3,0.5,5,6,-10,17,-1,-6
COc1ccccc1CNC(=O)c1cccc(NC(=O)c2ccccc2)c1,1,-3,1,0.6,3,14,7,8,-1,-1
O=C(N1CCOCC1)C12CC3CC(C1)CC(n1cnc(Cl)n1)(C3)C2,-3,-1,-8,-0.6,-4,1,-5,2,-2,3
Cc1ccc(S(=O)(=O)N(CC(=O)NCC2CCCO2)Cc2ccc(F)cc2)cc1 (configuration not stated),2,0,8,0.1,-4,3,-8,15,1,3
O=C(COC(=O)c1cnccn1)c1ccc2ccccc2c1,0,-55,-87,2.0,2,6,-8,-1,-24,0
CCOc1ccccc1CNC(=O)Cn1ccc2cc(S(=O)(=O)N3CCCCCC3)ccc21,3,2,9,0.1,3,13,1,20,5,1
Cc1ccccc1NC(=O)CCc1nnc2ccc(N3CCC4(CC3)OCCO4)nn12,-3,4,-23,0.3,3,5,8,-20,0,-1
S=C(Nc1ccccc1)N1CCC(Cc2ccccc2)CC1,7,4,10,0.0,-3,-1,2,-16,-1,-5
O=C(NC1CCCCC1)c1ccc2[nH]c(=O)c(=O)[nH]c2c1,-3,-96,-231,7.0,-5,3,5,-13,-75,5
COc1ccc(-n2nc(C(=O)NCC(=O)Nc3cc(OC)c(OC)c(OC)c3)c3ccccc3c2=O)cc1,5,-21,9,-8.3,-6,3,3,-4,-1,-5
CCOC(=O)c1sc(=S)n(-c2ccccc2)c1N(C(C)=O)C(C)=O,-1,3,0,0.1,2,5,3,5,0,4
Cc1ccc(C)c(NC(=O)C2CCCN2/C=C/C(=O)C(F)(F)F)c1 (configuration not stated),-4,2,-5,0.0,-7,-5,6,-13,-2,3
O=C(Nc1ccc2c(c1)OCCO2)C(c1ccc(F)cc1)N1CCCCC1 (configuration not stated),4,2,8,-0.2,-4,-1,-1,-12,1,1
Cc1ccc(/C=N/NC(=O)c2ccc(-n3cccc3)cc2)o1,0,-14,-11,0.9,1,-8,6,1,-7,7
O=c1cc(O)c2c(=O)n(C3CCCCC3)c3ccccc3c2o1,2,-9,3,0.1,-6,4,11,7,-2,1
COc1ccc(/C=N/NC(=O)CCc2n[nH]c(=O)[nH]c2=O)cc1OC,0,-2,-9,-0.1,4,9,7,-2,6,-8
NCCCC[C@H]1CN=C(N)N1CCCCC1CCCCC1,0,5,5,0.5,-2,12,3,-7,7,2
Nc1ccc(-c2c3ccccc3nc3ccccc23)cc1,0,-79,2,-0.3,-6,1,-5,5,-3,-5
CNC(=O)c1[nH]cnc1C(=O)Nc1ccccc1OC,-6,0,-4,0.3,-4,6,7,-5,3,1
c1ccc(CN2CCN(CCOCCOc3ccc4c(c3)CCC4)CC2)cc1,5,3,2,0.4,2,-7,2,21,-3,-4
COc1ccc(NC(C)=O)cc1NC(=O)CSc1nnc(-c2ccncc2)n1C,-3,2,-9,-0.1,-1,6,11,-7,0,4
COc1ccc(Br)c(C(=O)OCC(=O)NC(=O)NC2CCCC2)c1,-2,4,9,-0.1,9,-11,-8,-3,1,5
CN(C)/C=C/C(=C\C(=O)C(F)(F)F)Nc1ccc(C(F)(F)F)cc1,3,-31,-22,1.1,-5,0,3,7,-8,-2
C[C@@H]1CN(C(=O)OC(C)(C)C)CCN1c1ccc(N2CC[C@@H](O)C2)c(C#N)c1,5,-146,-63,-0.4,-4,1,-2,-2,-16,-6
COc1cc(NC(=O)[C@H]2O[C@@H](n3cnc4c(N)ncnc43)[C@H](O)[C@@H]2O)cc(OC)c1OC,5,-2,-7,-0.2,-1,-3,5,1,1,-6
CN(C)Cc1csc(NC(=O)Nc2cccc(Cl)c2)n1,5,3,-8,-0.2,-4,-7,1,5,-2,-3
Cc1cnc(C(=O)OCC(=O)Nc2cccc3ccccc23)cn1,0,-4,-7,0.2,3,2,4,-9,-3,2
Cc1cccc(C(=O)NC(=S)NNC(=O)COc2c(C)cccc2C)c1,1,1,-8,-0.1,8,-6,2,6,2,0
COc1ccc(-c2cc(=O)n(-c3ccc([N+](=O)[O-])cc3)[nH]2)cc1,3,-1,-4,0.7,1,7,9,-1,-2,7
COC(=O)[C@]12CCCCC=C1N(Cc1ccc3c(c1)OCO3)C(=O)[C@H](CC(=O)NCc1cccs1)C2,-2,0,-2,0.0,-5,1,-2,-1,-3,3
CCC1CCCCN1CC(O)COCc1cccc(OC)c1 (configuration not stated),0,1,-10,-0.4,4,0,-4,17,-2,5
Cc1cc(C)n2nc(SCN3C(=O)c4ccccc4C3=O)nc2n1,0,0,-3,1.8,-3,0,-6,6,-2,9
COc1ccc(C(=O)NNC(=O)c2ccc(C)cc2)cc1S(=O)(=O)N1CCCC1,-1,2,-6,-1.0,1,7,-3,-2,-6,-5
OCC1(Cc2cccc(F)c2)CCN(Cc2cccc3nccnc23)CC1,0,2,-1,0.1,10,-6,-5,-1,-3,8
CN(C)c1ccc(/C=C(\NC(=O)c2ccccc2)C(=O)NCc2ccncc2)cc1,-2,-22,-15,0.5,-6,-1,-12,-3,-7,-3
C=CS(=O)(=O)N[C@@H](CSSC[C@H](NS(=O)(=O)C=C)C(=O)OC)C(=O)OC,-5,3,-1,-0.1,3,-2,-18,7,-1,9
CCOc1ccc(CSc2nc(C)cc(COC)c2C#N)cc1OCC,-1,5,-2,0.3,1,-1,-3,-3,4,-2
Cc1ccc(C(=O)c2ccccc2C(=O)OCC(=O)N2C(C)CCCC2C)cc1 (configuration not stated),2,-1,-7,0.2,1,-7,-12,-5,-1,-6
Cc1cc(N=Cc2cc(Br)ccc2O)no1,-1,1,-3,-0.1,7,2,-1,0,-3,8
CC(=O)N1CCN(c2ccc(N3CCN(Cc4ccccc4)[C@@H](C)C3)c(C)c2)[C@@H](C)C1,0,0,-5,0.7,12,5,2,9,-2,-2
CC(=O)N(CCCCl)C(C#N)c1ccccc1 (configuration not stated),-4,4,-4,-0.1,8,10,2,-3,0,-2
CCCN(C(=O)CCc1cn(CCC)c2ccccc12)c1ccc(N(C)c2ccccn2)cc1,6,-5,-2,1.6,-5,1,3,-7,4,-6
Cc1ccc(N=Cc2c(O)c3ccccc3oc2=O)cc1F,-5,-4,1,-0.7,2,-15,8,-2,-4,8
COC(=O)c1ccc(COC(=O)c2ccc(SC)cc2OC)cc1,-2,1,8,-0.1,0,11,7,4,0,2
O=C1CCC([N+](=O)[O-])C(c2ccccc2Cl)N1 (configuration not stated),-2,2,5,0.2,0,-4,5,4,-2,-3
CSc1ncnc2c1ncn2CCCNCCCc1ccccc1,-1,0,-18,0.2,-5,-3,-9,-1,-2,2
COc1cc(C(=O)NCc2cn3ccccc3n2)cc(OC)c1OC,-4,-4,-4,-0.1,5,-11,7,2,0,2
Cc1ccc(C(C)C)c(OCCOCCN2CCNCC2)c1,5,7,6,-0.6,2,8,4,-1,2,-3
COc1cccc(Oc2nc(-c3ccccc3O)nc3ccccc23)c1,0,3,-6,-0.1,-6,3,2,-1,-6,-1
COc1ccc(NC(=O)CCS(=O)(=O)c2ccc3c(c2)oc(=O)n3C)cc1OC,1,4,3,0.3,6,-8,3,3,5,-13
Cc1ccccc1N1C(=O)C(Cc2ccc(F)cc2)S/C1=C(\C#N)C(N)=O (configuration not stated),-2,-5,3,-0.1,1,3,-14,-14,-1,1

# Structural class: those above with a thiophene ring, fused or not (two)
SMILES,LEDGF integ inh,PLCg1 inh,ADAM10 inh,proKLK7 act,Tn6 DDE FP,ASAP1 inh,ARFGAP1 inhibitor,TDP2 absorb,ADAM17 inh,DDE Tn7 FP inh
Cc1csc(SCc2nc3sc4c(c3c(=O)[nH]2)CCC4)n1,1,0,-8,-0.8,3,-4,4,4,-4,-7
COC(=O)[C@]12CCCCC=C1N(Cc1ccc3c(c1)OCO3)C(=O)[C@H](CC(=O)NCc1cccs1)C2,-2,0,-2,0.0,-5,1,-2,-1,-3,3
